TEAD-YAP inh = TEAD-YAP interaction inhibition; HEK-TIYL cells, TEAD-Gal4/YAP UAS-luciferase luminescence; inhibition, % at 9.12 µM; hit rate 1.4% among 640,000; AID 1259422; in the data active = inhibition above about 32%;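 also: 0% = median of test compound wells and 100% = reference inhibitor wells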
MITF inh = human MITF inhibition, primary screen; hit rate 0.91% among 650,000; O75030; AlphaScreen MITF homodimerization, bead proximity signal; inhibition, % at 2.6 µM; AID 1259374; in the data active = inhibition above about 50%;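 also: 0% = vehicle wells with protein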
FBW7 activator = human FBW7 E3 ligase activation, primary screen | Q969H0 | hit rate 0.13% among 650,000 | AlphaScreen FBW7–phospho-cyclin E peptide binding, activator screen | normalized activity (activation), % at 26.1 µM; in the data active = normalized activity above about 1.9%;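 also: purified mutant Fbw7 with reduced substrate affinity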
Target sequence (Q969H0 whole entry, looked up): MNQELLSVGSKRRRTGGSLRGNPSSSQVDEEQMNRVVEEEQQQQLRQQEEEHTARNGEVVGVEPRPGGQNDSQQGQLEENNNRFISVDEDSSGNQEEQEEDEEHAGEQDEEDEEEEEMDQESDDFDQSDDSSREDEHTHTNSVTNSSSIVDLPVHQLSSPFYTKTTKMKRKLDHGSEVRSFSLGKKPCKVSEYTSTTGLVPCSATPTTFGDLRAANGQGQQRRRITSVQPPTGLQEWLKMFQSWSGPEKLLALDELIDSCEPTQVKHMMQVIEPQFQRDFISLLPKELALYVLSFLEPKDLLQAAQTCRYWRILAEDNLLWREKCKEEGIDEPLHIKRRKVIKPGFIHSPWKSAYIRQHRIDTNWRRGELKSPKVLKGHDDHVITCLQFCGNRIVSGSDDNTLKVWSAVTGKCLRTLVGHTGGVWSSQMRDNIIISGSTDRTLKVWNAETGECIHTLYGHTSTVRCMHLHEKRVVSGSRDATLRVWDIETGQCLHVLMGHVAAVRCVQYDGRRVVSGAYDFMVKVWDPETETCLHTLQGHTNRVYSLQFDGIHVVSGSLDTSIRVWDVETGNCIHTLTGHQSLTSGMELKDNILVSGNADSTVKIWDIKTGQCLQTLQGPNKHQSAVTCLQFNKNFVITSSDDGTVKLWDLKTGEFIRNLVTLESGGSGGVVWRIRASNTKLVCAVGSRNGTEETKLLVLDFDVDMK
GPR151 activ = activators of human GPR151. Q8TDV0. activation, % at 11.2 µM. hit rate 1% among 650,000. PathHunter beta-arrestin GPR151 cells, luminescence; in the data active = activation above about 4.9%;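 also: 0% = median of compound wells and 100% = cells with positive control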
Target sequence (Q8TDV0 whole entry, looked up): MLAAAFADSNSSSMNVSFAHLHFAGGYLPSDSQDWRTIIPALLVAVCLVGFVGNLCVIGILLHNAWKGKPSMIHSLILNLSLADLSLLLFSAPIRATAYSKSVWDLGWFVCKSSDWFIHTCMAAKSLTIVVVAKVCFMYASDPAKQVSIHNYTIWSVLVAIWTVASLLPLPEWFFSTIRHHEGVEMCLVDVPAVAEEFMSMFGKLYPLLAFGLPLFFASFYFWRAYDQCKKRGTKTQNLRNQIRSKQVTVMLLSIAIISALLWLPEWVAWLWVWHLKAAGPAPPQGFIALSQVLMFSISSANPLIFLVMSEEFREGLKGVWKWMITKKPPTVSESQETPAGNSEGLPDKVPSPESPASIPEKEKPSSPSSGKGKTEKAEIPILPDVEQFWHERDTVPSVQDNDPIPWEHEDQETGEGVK
Starred values were filed as active, the others as inactive.

Results for COc1nc(N(C)S(=O)(=O)c2ccc(C)cc2)nc(C)c1Cl ?
TEAD-YAP inh: -2; MITF inh: -12; FBW7 activator: 0.2; GPR151 activ: 0.3

Results for COc1ccc(NC(=O)c2ccccc2NC(=O)c2ccccc2[N+](=O)[O-])cc1 ?
TEAD-YAP inh: -1; MITF inh: 11; FBW7 activator: 0.6; GPR151 activ: -1.3

What do the screens show for `CCC(=O)N1c2ccccc2NC2=C(C(=O)CC(c3cccc([N+](=O)[O-])c3)C2)C1c1ccc(C)cc1` (centres undefined)?
TEAD-YAP inh: 3; MITF inh: -1; FBW7 activator: 0.2; GPR151 activ: -0.9

How did Cc1c(C(=O)NCc2ccco2)oc2ccc(S(=O)(=O)N3CCCC(C)C3)cc12 (centres undefined) do in these assays?
TEAD-YAP inh: 2; MITF inh: 13; FBW7 activator: 0.0; GPR151 activ: 1.4

What do the screens show for `COc1ccccc1Cn1ccn(Cc2cccc(C(F)(F)F)c2)c(=O)c1=O`?
TEAD-YAP inh: 6; MITF inh: -4; FBW7 activator: -0.1; GPR151 activ: 2.3

Results for O=C(N/N=C/c1ccccc1)C1=CCN(Cc2ccccc2)CC1 ?
TEAD-YAP inh: -2; MITF inh: 14; FBW7 activator: 0.3; GPR151 activ: -1.2

How did COc1ccc(OC)c(/C=C/c2nc3ccccc3c(=O)n2-c2ccc(Br)c(C)c2)c1 do in these assays?
TEAD-YAP inh: 5; MITF inh: -2; FBW7 activator: -0.1; GPR151 activ: -0.3

What do the screens show for `O=C1N[C@@H](CC2CCCCC2)C(=O)N2CCN(CC3CCCCC3)C[C@H]12`?
TEAD-YAP inh: 3; MITF inh: -3; FBW7 activator: -0.3; GPR151 activ: 2.0

How did Nc1c(C(=O)N2CCCCC2)sc2nc(-c3cccs3)cc(C(F)(F)F)c12 do in these assays?
TEAD-YAP inh: 1; MITF inh: -5; FBW7 activator: 4.1*; GPR151 activ: -0.5

What do the screens show for `c1ccc2c(OCc3nc(-c4ccncc4)no3)cccc2c1`?
TEAD-YAP inh: -9; MITF inh: -2; FBW7 activator: 0.0; GPR151 activ: 2.2

What do the screens show for `O=C(CCN1CCCCC1)Nc1ccccc1F`?
TEAD-YAP inh: -4; MITF inh: -10; FBW7 activator: -0.1; GPR151 activ: -1.8

What do the screens show for `C#CCOc1ccc(Cl)cc1C1C2=C(CC(C)(C)CC2=O)N(CC(=O)O)C2=C1C(=O)CC(C)(C)C2`?
TEAD-YAP inh: 7; MITF inh: 10; FBW7 activator: 0.3; GPR151 activ: 0.2

How did Cc1ccc2nc(NC(=O)CSc3nc(=O)cc(N)n3-c3ccc(F)cc3)sc2c1 do in these assays?
TEAD-YAP inh: -12; MITF inh: 14; FBW7 activator: 0.1; GPR151 activ: 0.7

Results for CC(=O)Nc1ccc(Sc2nc(-c3cccnc3)nc3ccccc23)cc1 ?
TEAD-YAP inh: 4; MITF inh: 4; FBW7 activator: -0.1; GPR151 activ: 0.6

Results for O=c1oc2ccccc2cc1-c1nnc(-c2ccccc2Cl)o1 ?
TEAD-YAP inh: -14; MITF inh: 4; FBW7 activator: 0.5; GPR151 activ: 0.9

What do the screens show for `Cc1sc2ncn(CC(=O)NCC3CCCO3)c(=O)c2c1S(=O)(=O)N1CCOCC1` (centres undefined)?
TEAD-YAP inh: 7; MITF inh: 19; FBW7 activator: 0.1; GPR151 activ: -0.4

Results for CCN(CC)CCNc1c(N)c(=O)oc2ccccc12 ?
TEAD-YAP inh: 2; MITF inh: -17; FBW7 activator: 0.1; GPR151 activ: -0.3

How did COC(=O)c1ccc(CSc2nnc(C)c(=O)[nH]2)o1 do in these assays?
TEAD-YAP inh: 1; MITF inh: 10; FBW7 activator: 0.1; GPR151 activ: -2.1

What do the screens show for `CCCOc1ccc(C(N)CC(=O)OC)cc1OC` (centres undefined)?
TEAD-YAP inh: 10; MITF inh: 34; FBW7 activator: 0.1; GPR151 activ: 1.2

How did O=C(CN1C(=O)C2C3CCC(C3)C2C1=O)Nc1ccc(Br)c(Cl)c1 (centres undefined) do in these assays?
TEAD-YAP inh: -5; MITF inh: -14; FBW7 activator: -0.2; GPR151 activ: 0.8

Results for COc1ccccc1OCCSc1nnc(-c2ccco2)n1C ?
TEAD-YAP inh: 3; MITF inh: 13; FBW7 activator: -0.1; GPR151 activ: -0.8

Results for Cc1ccc(C(=O)Nc2cc(C#N)c3sc4ccccc4n3c2=O)cc1 ?
TEAD-YAP inh: 4; MITF inh: 8; FBW7 activator: 0.0; GPR151 activ: -0.4

How did Cc1cc(C)c(NC(=O)CSc2nnnn2-c2ccc(Cl)cc2)c(C)c1 do in these assays?
TEAD-YAP inh: 0; MITF inh: -11; FBW7 activator: -0.1; GPR151 activ: 0.4

How did CCOc1ccccc1NC(=O)N1CCN(c2nc(-c3ccc(F)cc3)cs2)CC1 do in these assays?
TEAD-YAP inh: 7; MITF inh: 1; FBW7 activator: -0.1; GPR151 activ: -0.4

What do the screens show for `Clc1cc2c(cc1CSc1nc3ncc(Br)cc3[nH]1)OCO2`?
TEAD-YAP inh: -1; MITF inh: 12; FBW7 activator: 0.1; GPR151 activ: -0.5

How did Cc1cc(SCC(=O)Nc2ccccc2[N+](=O)[O-])nc(=O)[nH]1 do in these assays?
TEAD-YAP inh: 6; MITF inh: -5; FBW7 activator: 0.2; GPR151 activ: 1.6

What do the screens show for `C=CCn1c(=O)n(CC=C)c(=O)n(CC(=O)Nc2ccccc2Cl)c1=O`?
TEAD-YAP inh: 3; MITF inh: -4; FBW7 activator: -0.1; GPR151 activ: 0.3

Results for CCOC(=O)c1c(NC(=O)COc2ccccc2)sc(C(=O)Nc2ccccc2F)c1C ?
TEAD-YAP inh: -5; MITF inh: 0; FBW7 activator: -0.1; GPR151 activ: -0.8

What do the screens show for `COc1ccc(-c2cc3nc(C)c(C)c(N4CCCC4)n3n2)cc1`?
TEAD-YAP inh: -16; MITF inh: 0; FBW7 activator: 0.0; GPR151 activ: -0.4

Results for O=C1N[C@H](Cc2ccccc2)C(=O)N2CCN(C(=O)Oc3cccc4ccccc34)C[C@H]12 ?
TEAD-YAP inh: 7; MITF inh: -2; FBW7 activator: 0.1; GPR151 activ: -0.3

Four entries out of the list, ordered by heavy-atom count, largest number first.
Results for CCOC(=O)c1c(NC(=O)COc2ccccc2)sc(C(=O)Nc2ccccc2F)c1C ?
TEAD-YAP inh: -5; MITF inh: 0; FBW7 activator: -0.1; GPR151 activ: -0.8

How did CCOc1ccccc1NC(=O)N1CCN(c2nc(-c3ccc(F)cc3)cs2)CC1 do in these assays?
TEAD-YAP inh: 7; MITF inh: 1; FBW7 activator: -0.1; GPR151 activ: -0.4

Results for Cc1ccc(C(=O)Nc2cc(C#N)c3sc4ccccc4n3c2=O)cc1 ?
TEAD-YAP inh: 4; MITF inh: 8; FBW7 activator: 0.0; GPR151 activ: -0.4

Results for COc1ccccc1OCCSc1nnc(-c2ccco2)n1C ?
TEAD-YAP inh: 3; MITF inh: 13; FBW7 activator: -0.1; GPR151 activ: -0.8

The list continues.
How did Cc1ccc(N2CCN(CN3C(=O)C4(OCCCO4)c4ccccc43)CC2C)cc1 (centres undefined) do in these assays?
TEAD-YAP inh: -4; MITF inh: -3; FBW7 activator: 0.0; GPR151 activ: 0.3

What do the screens show for `Cc1onc(-c2ccccc2)c1C(=O)Nc1ccc(S(=O)(=O)NC(C)(C)C)cc1`?
TEAD-YAP inh: -1; MITF inh: 5; FBW7 activator: -0.2; GPR151 activ: 1.2

Results for Cn1c2ccccc2c2cnn(CC(=O)N3CCOCC3)c(=O)c21 ?
TEAD-YAP inh: -8; MITF inh: 7; FBW7 activator: 0.1; GPR151 activ: 1.1

What do the screens show for `O=C(O)/C(=C\c1ccccc1)NC(=O)c1ccccc1I`?
TEAD-YAP inh: -1; MITF inh: 4; FBW7 activator: 0.0; GPR151 activ: -1.1

How did O=C1c2cccc3cccc(c23)C(=O)N1c1ccccc1O do in these assays?
TEAD-YAP inh: -7; MITF inh: 12; FBW7 activator: 0.1; GPR151 activ: -0.2

Results for Cn1c2c(c(=O)c3ccc(Cl)cc31)CCO2 ?
TEAD-YAP inh: 6; MITF inh: 2; FBW7 activator: -0.1; GPR151 activ: 0.5

Results for COc1cc(/C=C(\C#N)C(=O)NCc2ccccc2)cc(Br)c1O ?
TEAD-YAP inh: 1; MITF inh: -10; FBW7 activator: 0.3; GPR151 activ: -1.3

How did CN(C)S(=O)(=O)c1ccc(Cl)c(N)c1 do in these assays?
TEAD-YAP inh: 0; MITF inh: 2; FBW7 activator: 0.1; GPR151 activ: 1.2

What do the screens show for `COc1ccc(-c2cn3cc(Cl)ccc3n2)cc1Br`?
TEAD-YAP inh: -92; MITF inh: 12; FBW7 activator: 0.2; GPR151 activ: -2.6

What do the screens show for `COc1ccc(CNc2ccc(C(=O)Nc3cccc(C)c3)cc2[N+](=O)[O-])cc1`?
TEAD-YAP inh: 1; MITF inh: 13; FBW7 activator: 0.5; GPR151 activ: -0.2

For convenience, two of the compounds above:
How did Cc1ccc(N2CCN(CN3C(=O)C4(OCCCO4)c4ccccc43)CC2C)cc1 (centres undefined) do in these assays?
TEAD-YAP inh: -4; MITF inh: -3; FBW7 activator: 0.0; GPR151 activ: 0.3

What do the screens show for `Cc1onc(-c2ccccc2)c1C(=O)Nc1ccc(S(=O)(=O)NC(C)(C)C)cc1`?
TEAD-YAP inh: -1; MITF inh: 5; FBW7 activator: -0.2; GPR151 activ: 1.2

Additional entries.
What do the screens show for `CCOC(=O)CN1C(=O)C(O)(CC(=O)c2ccc(CC)cc2)c2ccccc21` (centres undefined)?
TEAD-YAP inh: -4; MITF inh: -3; FBW7 activator: 0.1; GPR151 activ: 0.3

How did Cc1cccc(N(C(=O)Cn2nnnc2N)C2(C(=O)Nc3ccccc3)CCCCC2)c1 do in these assays?
TEAD-YAP inh: 7; MITF inh: 20; FBW7 activator: 0.1; GPR151 activ: 0.6

What do the screens show for `CCCCc1ccc(NC(=O)CSc2c(C)n[nH]c2C)cc1`?
TEAD-YAP inh: 9; MITF inh: 7; FBW7 activator: 0.3; GPR151 activ: 0.2

Results for COCCn1c(SCc2ccc(C(F)(F)F)cc2)nc2c(c1=O)SCC2 ?
TEAD-YAP inh: -13; MITF inh: 6; FBW7 activator: -0.1; GPR151 activ: -2.2

Results for COc1ccccc1NCC(=O)N/N=C/c1ccc(N(C)C)cc1 ?
TEAD-YAP inh: 5; MITF inh: 5; FBW7 activator: -0.1; GPR151 activ: 0.3

Results for Cc1ccccc1-n1nc2c(c1NC(=O)c1cccc(C(F)(F)F)c1)CSC2 ?
TEAD-YAP inh: 2; MITF inh: 10; FBW7 activator: 1.0; GPR151 activ: 0.0

Results for Cc1ccc(S(=O)(=O)Nc2ccc(Nc3nccn4c(-c5ccco5)cnc34)cc2)cc1 ?
TEAD-YAP inh: 10; MITF inh: 11; FBW7 activator: 0.3; GPR151 activ: -0.9

Results for COc1ccc(Br)cc1C1NC(=O)c2c(sc3c2CCN(C)C3)N1 (centres undefined) ?
TEAD-YAP inh: -7; MITF inh: -1; FBW7 activator: 0.0; GPR151 activ: 2.8

Results for Cc1ccc(CNC(=O)CCS(=O)(=O)Cc2ccccc2F)cc1 ?
TEAD-YAP inh: 8; MITF inh: 6; FBW7 activator: 0.5; GPR151 activ: 0.1

What do the screens show for `CN(Cc1csc(-c2ccccc2)n1)c1nncc(-c2ccc3c(c2)OCO3)n1`?
TEAD-YAP inh: 7; MITF inh: -12; FBW7 activator: 0.0; GPR151 activ: -1.1

Results for CC1=C(C(=O)OCc2ccccc2)C(c2ccc(F)cc2F)C(C#N)=C(N)O1 (centres undefined) ?
TEAD-YAP inh: 17; MITF inh: 10; FBW7 activator: 0.8; GPR151 activ: 0.4

What do the screens show for `O=C(/C=C/c1cccc([N+](=O)[O-])c1)N1CCc2ccccc2C1`?
TEAD-YAP inh: -4; MITF inh: 3; FBW7 activator: -0.1; GPR151 activ: 2.4

How did COc1ccc(C(=O)Nn2c(SCc3ccc(F)cc3)nc3ccccc3c2=O)cc1 do in these assays?
TEAD-YAP inh: 52*; MITF inh: -8; FBW7 activator: 0.0; GPR151 activ: 2.6

How did C#CCOc1c(I)cc(C=C2C(=O)NC(=O)NC2=O)cc1OCC do in these assays?
TEAD-YAP inh: -12; MITF inh: -6; FBW7 activator: -0.4; GPR151 activ: -0.2

Results for OCCC1CN(Cc2cn[nH]c2-c2ccccc2)CCN1C1CCCCC1 (centres undefined) ?
TEAD-YAP inh: -4; MITF inh: 12; FBW7 activator: 0.3; GPR151 activ: 0.5

How did O=C(CN(C(=O)c1csnn1)c1ccc(Cl)cc1)NC1CCCC1 do in these assays?
TEAD-YAP inh: -2; MITF inh: -23; FBW7 activator: 0.1; GPR151 activ: -0.2

What do the screens show for `CCc1nnc(NC(=O)C2CC(=O)N(C3CCCCC3)C2)s1` (centres undefined)?
TEAD-YAP inh: 0; MITF inh: -3; FBW7 activator: 0.0; GPR151 activ: 1.5

How did Cn1ccc(NC(=O)Nc2ccc(Cl)cc2Cl)n1 do in these assays?
TEAD-YAP inh: -38; MITF inh: 5; FBW7 activator: -0.1; GPR151 activ: -1.5

Results for O=C1c2ccccc2C(=O)N1c1ccc2c(c1)C(=O)N(c1ccccc1)C2=O ?
TEAD-YAP inh: -1; MITF inh: -8; FBW7 activator: -0.1; GPR151 activ: 0.1

How did COc1ccc(C(=O)Oc2ccc(C=C3C(=O)NC(=S)NC3=O)cc2OC)cc1 do in these assays?
TEAD-YAP inh: -4; MITF inh: 2; FBW7 activator: -0.4; GPR151 activ: 1.7

Results for C=CCN1C(=O)C(O)(CC(=O)c2ccccc2)c2ccccc21 (centres undefined) ?
TEAD-YAP inh: 12; MITF inh: 2; FBW7 activator: 0.3; GPR151 activ: -0.5

What do the screens show for `COc1ccc2c(c1)c(C(=O)O)c(C)n2CCc1ccc(OC)c(OC)c1`?
TEAD-YAP inh: -11; MITF inh: 7; FBW7 activator: -0.3; GPR151 activ: 5.6*

High-throughput results: PubChem BioAssay, The Scripps Research Institute Molecular Screening Center
